KOR beta-arrestin-1: KOR agonists, beta-arrestin recruitment, primary screen, cell-based, luminescence, uHTS (AID 1777); Kappa-type opioid receptor (Homo sapiens); KOR beta-arrestin recruitment, luminescence; higher % means a stronger effect; activation, % at 10 µM, or EC50 in µM where a hit was titrated; hit rate 0.02% among 280,000; in the data active means activation above about 50%, passing the limit was not always enough; further: a part of the inactive calls stands beside numbers as strong as those of hits
LYP inhibition: inhibitors of LYP phosphatase, biochemical, fluorescence intensity, uHTS (AID 1779); hit rate 0.054% among 290,000; recombinant LYP phosphatase, fluorescence intensity; higher % means a stronger effect; Tyrosine-protein phosphatase non-receptor type 22 (Homo sapiens); inhibition, % at 11.5 µM, or IC50 in µM where a hit was titrated;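 further: plate controls were vehicle with enzyme for no effect and no enzyme for full effect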
PhoP inhibition: inhibitors of PhoP regulon expression, primary screen, Salmonella Typhimurium, GFP reporter (AID 1863); inhibition, % at 50 µM; hits with a dose series show IC50 in µM; hit rate 0.16% among 300,000; S. Typhimurium PhoP-regulated promoter GFP reporter, 4 h; higher % means a stronger effect;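 active means inhibition over 29.93%, a cutoff 3 SD above the screen mean, later confirmed by dose response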;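 further: 0% = low Mg2+ inducing control and 100% = high Mg2+ repressing control; strong numbers were not always called active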
HIV fusion peptide: inhibitors of HIV fusion peptide binding, primary screen, biochemical, uHTS, fluorescence dequenching (AID 1986) | cell-free peptide binding, fluorescence dequenching, 30 min; higher % means a stronger effect | inhibition, % at 20 µM, or IC50 in µM where a hit was titrated | hit rate 0.3% among 290,000; in the data active means inhibition mostly above about 52%, no sharp cut-off; inactive means mostly below about 76%; further: some results filed as inactive read as strong as hits
NOD1 NF-kB reporter: NOD1 signaling inhibitors, primary screen, cell-based, luminescence, uHTS (AID 1578) | hit rate 1% among 290,000 | NOD1-driven NF-kB luciferase reporter cells, luminescence; higher % means a stronger effect | inhibition, % at 4 µM, or EC50 in µM where a hit was titrated; in the data active means inhibition mostly above about 36%, no sharp cut-off; inactive means mostly below about 34%;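 further: HEK-293T reporter cells stimulated with the NOD1 agonist gamma-tri-DAP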
KOR beta-arrestin-2: KOR antagonists, beta-arrestin recruitment, cell-based, luminescence, uHTS (AID 1778); Kappa-type opioid receptor (Homo sapiens); KOR beta-arrestin recruitment, luminescence, antagonist mode; higher % means a stronger effect; inhibition, % at 10 µM; hits with a dose series show IC50 in µM; hit rate 0.091% among 290,000; further: strong numbers were not always called active
Siah-1 displacement: Siah-1 peptide-binding antagonists, primary screen, biochemical, fluorescence polarization, rhodamine-plectin, uHTS (AID 1817) | E3 ubiquitin-protein ligase SIAH1 (Homo sapiens) | Siah-1 / rhodamine-plectin peptide fluorescence polarization; higher % means a stronger effect | one-dose displacement, % at 20 µM; IC50 in µM for titrated hits | hit rate 0.02% among 290,000;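 active means displacement of at least 50% at 20 µM, with a fluorescence ratio check between 0.3 and a set limit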;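 further: plate controls were Siah plus tracer with DMSO for no effect and tracer alone without Siah for full effect; strong numbers were not always called active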
Myeloid diff MLP: induction of myeloid progenitor differentiation, primary screen, cell-based, flow cytometry, MLPCN library; hit rate 1% among 360,000; ER-HoxA9 myeloid progenitors, lysozyme-GFP differentiation; calls only at 10 µM; AID 624256, 2012;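 active means normalized GFP-positive differentiation at or above the plate's own cutoff, the solvent-only control mean plus 3 SD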;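 further: cells exposed to compound for four days before flow analysis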
NOD2 inhibition: NOD2 signaling inhibitors, cell-based, luminescence, uHTS, HEK293 (AID 1566); HEK293 NOD2/NF-kB luciferase reporter, luminescence; higher % means a stronger effect; inhibition, % at 4 µM; hits with a dose series show EC50 in µM; hit rate 0.63% among 290,000; further: many of its hits are not listed in these tables
Myeloid diff MLP GFP+ MAC1+ %: further read-out of Myeloid diff MLP, marked with its call; GFP+ MAC1+ double positive, %; measured here: differentiation confirmed by MAC1 staining
* marks the source's active call; other numbers are inactive results; & = joins results of further samples; [ ] = remark or other dose. Unless noted, no stated cut-off is given here; in the data, active means inhibition above about 50%; inactive means the rest. These rows are one share of the data, so the mix of outcomes need not match the whole.

`O=C(Nc1ccc(O)cc1)c1ccc(NC(=O)c2cccs2)cc1` gave KOR beta-arrestin-1 1.2%, LYP inhibition -3.8%, PhoP inhibition 5.8%, HIV fusion peptide -0.9%, NOD1 NF-kB reporter -54.8%, KOR beta-arrestin-2 -8.7%, Siah-1 displacement -6.0%, Myeloid diff MLP inactive, NOD2 inhibition -25.2% and Myeloid diff MLP GFP+ MAC1+ % 0.5.
CSc1ccc(S(=O)(=O)NCc2ccccc2C)cc1 was read as LYP inhibition -2.4%, PhoP inhibition -2.9%, HIV fusion peptide 1.2%, NOD1 NF-kB reporter -18.9%, KOR beta-arrestin-2 11.6%[20 µM], Siah-1 displacement 3.0%, Myeloid diff MLP inactive, NOD2 inhibition 5.8% and Myeloid diff MLP GFP+ MAC1+ % 0.2.
For O=C(O)c1cccc(S(=O)(=O)N2CCCC2)c1 the results were KOR beta-arrestin-1 3.4%, LYP inhibition 0.5%, PhoP inhibition 15.8%, HIV fusion peptide 0.3%, NOD1 NF-kB reporter -16.4%, KOR beta-arrestin-2 -11.4%, Siah-1 displacement 4.9%, Myeloid diff MLP inactive, NOD2 inhibition -8.3% and Myeloid diff MLP GFP+ MAC1+ % 0.6.
For CC(=O)N1CCc2cc(S(=O)(=O)CCC(=O)NCCc3ccccc3)ccc21 the results were KOR beta-arrestin-1 -1.0%, LYP inhibition -0.2%, PhoP inhibition -8.9%, HIV fusion peptide -0.2%, NOD1 NF-kB reporter -18.3%, KOR beta-arrestin-2 10.7%, Siah-1 displacement -2.4%, Myeloid diff MLP inactive, NOD2 inhibition 8.7% and Myeloid diff MLP GFP+ MAC1+ % 0.9.
COc1ccc(N=NC2=C(O)CC(C)(C)CC2=O)c(OC)c1 was read as KOR beta-arrestin-1 -10.0%, LYP inhibition 0.0%, PhoP inhibition 3.8%, HIV fusion peptide 21.8%, NOD1 NF-kB reporter -7.8%, KOR beta-arrestin-2 5.9%, Siah-1 displacement 2.9%, Myeloid diff MLP inactive, NOD2 inhibition -4.0% and Myeloid diff MLP GFP+ MAC1+ % 0.7.
For CCC1=C2CC[C@H]3C(=O)N(c4ccccc4)C(=O)[C@H]3[C@H]2[C@@]2(C)C(=NCC(=O)OC)OC(=O)N2C1=O the results were KOR beta-arrestin-1 1.0%, LYP inhibition -3.9%, PhoP inhibition -5.5%, HIV fusion peptide 0.4%, NOD1 NF-kB reporter 6.4%, KOR beta-arrestin-2 5.5%, Siah-1 displacement 1.4%, Myeloid diff MLP inactive, NOD2 inhibition 21.6% and Myeloid diff MLP GFP+ MAC1+ % 0.2.
Screening c1ccc(-c2ccc(OCCCn3cncn3)cc2)cc1 returned KOR beta-arrestin-1 -6.2%, LYP inhibition -1.9%, PhoP inhibition 13.0%, HIV fusion peptide -1.9%, NOD1 NF-kB reporter -17.5%, KOR beta-arrestin-2 23.7%, Siah-1 displacement 3.4%, Myeloid diff MLP inactive, NOD2 inhibition -18.7% and Myeloid diff MLP GFP+ MAC1+ % 0.6.
`COC(=O)C1=C(C)Nc2nnnn2C1c1cccnc1` (stereo not drawn) gave KOR beta-arrestin-1 -3.7%, LYP inhibition -5.7%, PhoP inhibition 3.0%, HIV fusion peptide -2.8%, NOD1 NF-kB reporter -15.7%, KOR beta-arrestin-2 11.3%, Siah-1 displacement -10.2%, Myeloid diff MLP inactive, NOD2 inhibition -3.8% and Myeloid diff MLP GFP+ MAC1+ % 1.5.
O=C(Nc1ccccc1-c1nc2ccccc2[nH]1)c1ccc(S(=O)(=O)N2CCCCC2)cc1 was read as KOR beta-arrestin-1 0.9%, LYP inhibition -3.2%, PhoP inhibition 20.6%, HIV fusion peptide 7.0%, NOD1 NF-kB reporter -78.1%, KOR beta-arrestin-2 0.3%, Siah-1 displacement 0.8%, Myeloid diff MLP inactive, NOD2 inhibition 1.1% and Myeloid diff MLP GFP+ MAC1+ % 11.0.
`COc1cc(NS(=O)(=O)c2ccc(NC(=O)c3ccc(F)cc3)cc2)ncn1` gave KOR beta-arrestin-1 -6.4%, LYP inhibition -2.9%, PhoP inhibition -1.5%, HIV fusion peptide 0.8%, NOD1 NF-kB reporter 7.1%, KOR beta-arrestin-2 30.6%, Siah-1 displacement -2.2%, Myeloid diff MLP inactive, NOD2 inhibition -6.4% and Myeloid diff MLP GFP+ MAC1+ % 0.6.
Screening CSc1cccc(NC(=O)CCCOc2ccc(Cl)cc2C)c1 returned KOR beta-arrestin-1 -2.5%, LYP inhibition 3.2%, PhoP inhibition 4.9%, HIV fusion peptide 2.3%, NOD1 NF-kB reporter -1.5%, KOR beta-arrestin-2 12.8%, Siah-1 displacement 1.2%, Myeloid diff MLP inactive, NOD2 inhibition 7.8% and Myeloid diff MLP GFP+ MAC1+ % 0.3.
For CCCc1nc2sc3ccccc3c(=O)c2c(=O)n1Cc1ccc(OC)cc1 the results were KOR beta-arrestin-1 1.1%, LYP inhibition 18.5%, PhoP inhibition -9.3%, HIV fusion peptide -2.6%, NOD1 NF-kB reporter -11.5%, KOR beta-arrestin-2 5.4%, Siah-1 displacement 1.4%, Myeloid diff MLP inactive, NOD2 inhibition -31.4% and Myeloid diff MLP GFP+ MAC1+ % 0.8.
O=C(NCC(c1cccnc1)N1CCN(c2ccc(F)cc2)CC1)c1ccccc1 (stereo not drawn) was read as KOR beta-arrestin-1 1.5%, LYP inhibition -6.2%, PhoP inhibition 6.3%, HIV fusion peptide -1.8%, NOD1 NF-kB reporter 12.3%, KOR beta-arrestin-2 1.7%, Siah-1 displacement 1.9%, Myeloid diff MLP inactive, NOD2 inhibition 12.3% and Myeloid diff MLP GFP+ MAC1+ % 0.8.
`O=C(Nc1ccc2ccccc2c1)c1cccc([N+](=O)[O-])c1` gave KOR beta-arrestin-1 -0.2%, LYP inhibition 0.2%, PhoP inhibition -0.1%, HIV fusion peptide -1.8%, NOD1 NF-kB reporter -1.4%, KOR beta-arrestin-2 -22.4%, Siah-1 displacement 11.5%, Myeloid diff MLP inactive, NOD2 inhibition -59.7% and Myeloid diff MLP GFP+ MAC1+ % 0.3.
Screening CCCC1=NN2C(=N)/C(=C\c3ccc(SCc4ccco4)o3)C(=O)N=C2S1 returned KOR beta-arrestin-1 -3.0%, LYP inhibition 10.7%, PhoP inhibition -53.7%, HIV fusion peptide -0.5%, NOD1 NF-kB reporter -21.3%, KOR beta-arrestin-2 3.8%, Siah-1 displacement 4.8%, Myeloid diff MLP inactive, NOD2 inhibition 7.9% and Myeloid diff MLP GFP+ MAC1+ % 8.4.
For CC1CC(C)CN(C(=O)COC(=O)c2cc3ccccc3cc2O)C1 (stereo not drawn) the results were KOR beta-arrestin-1 10.1%, LYP inhibition 0.8%, PhoP inhibition 25.5%, HIV fusion peptide 0.4%, NOD1 NF-kB reporter 24.6%, KOR beta-arrestin-2 0.7%, Siah-1 displacement 0.4%, Myeloid diff MLP inactive, NOD2 inhibition 4.4% and Myeloid diff MLP GFP+ MAC1+ % 1.2.
Screening Cc1cc(N/N=C/c2ccc(O)cc2)nc(NS(=O)(=O)c2ccccc2)n1 returned KOR beta-arrestin-1 2.7%, LYP inhibition -3.3%, PhoP inhibition 18.5%, HIV fusion peptide 1.9%, NOD1 NF-kB reporter -7.2%, KOR beta-arrestin-2 27.3%, Siah-1 displacement 0.7%, Myeloid diff MLP inactive, NOD2 inhibition 15.3% and Myeloid diff MLP GFP+ MAC1+ % 0.7.
For O=C(Nc1ccccc1)c1cnc2n(c1=O)CCS2 the results were KOR beta-arrestin-1 -2.6%, LYP inhibition 0.7%, PhoP inhibition -4.2%, HIV fusion peptide 3.6%, NOD1 NF-kB reporter -18.4%, KOR beta-arrestin-2 3.6%, Siah-1 displacement 1.2%, Myeloid diff MLP inactive, NOD2 inhibition -20.5% and Myeloid diff MLP GFP+ MAC1+ % 1.8.
For FC(F)(F)c1cnc(COc2ccc(Cl)cc2Cl)c(Cl)c1 the results were KOR beta-arrestin-1 9.0%, LYP inhibition -2.2%, PhoP inhibition -10.7%, HIV fusion peptide -0.3%, NOD1 NF-kB reporter -10.6%, KOR beta-arrestin-2 11.1%, Siah-1 displacement -1.9%, Myeloid diff MLP inactive, NOD2 inhibition 2.2% and Myeloid diff MLP GFP+ MAC1+ % 0.7.
COc1cc(C2NC(=O)C(C#N)=C(Nc3cccc(C)c3)S2)ccc1O (stereo not drawn) was read as KOR beta-arrestin-1 -6.3%&2.8%, LYP inhibition -6.1%&-0.5%, PhoP inhibition -0.4%&-8.3%, HIV fusion peptide -1.0%&-1.5%, NOD1 NF-kB reporter -14.4%&-8.9%, KOR beta-arrestin-2 6.4%&7.0%, Siah-1 displacement -4.4%&3.2%, Myeloid diff MLP inactive, NOD2 inhibition 3.1%&-0.9% and Myeloid diff MLP GFP+ MAC1+ % 0.7.
For Fc1ccc(NC(=S)Nc2ccc(F)c(Cl)c2)cc1Cl the results were KOR beta-arrestin-1 11.3%, LYP inhibition -0.5%, PhoP inhibition 3.9%, HIV fusion peptide 2.3%, NOD1 NF-kB reporter 74.1%*, KOR beta-arrestin-2 -25.6%, Siah-1 displacement -5.3%, Myeloid diff MLP inactive, NOD2 inhibition -7.6% and Myeloid diff MLP GFP+ MAC1+ % 1.2.
For COc1ccc(NC(=S)NNC(=O)CNc2ccc(Cl)cc2)cc1 the results were KOR beta-arrestin-1 0.6%, LYP inhibition -5.1%, PhoP inhibition 1.0%, HIV fusion peptide -2.2%, NOD1 NF-kB reporter -18.8%, KOR beta-arrestin-2 -23.3%, Siah-1 displacement -3.8%, Myeloid diff MLP inactive, NOD2 inhibition -7.9% and Myeloid diff MLP GFP+ MAC1+ % 0.1.
For CCO[C@H]1OC(C(=O)NC2CC2)=C[C@@H](c2ccccc2)[C@@H]1CCCO the results were KOR beta-arrestin-1 2.2%, LYP inhibition 1.7%, PhoP inhibition -4.5%, HIV fusion peptide 1.5%, NOD1 NF-kB reporter -1.7%, KOR beta-arrestin-2 11.6%, Siah-1 displacement 4.7%, Myeloid diff MLP inactive, NOD2 inhibition 0.1% and Myeloid diff MLP GFP+ MAC1+ % 0.3.
For COc1ccccc1N=Nc1c(C)noc1C the results were KOR beta-arrestin-1 1.7%, LYP inhibition -13.7%, PhoP inhibition -7.3%, HIV fusion peptide -2.4%, NOD1 NF-kB reporter 13.9%, KOR beta-arrestin-2 -21.8%, Siah-1 displacement -3.1%, Myeloid diff MLP inactive, NOD2 inhibition -8.8% and Myeloid diff MLP GFP+ MAC1+ % 0.2.

Assay outcomes from PubChem.
